Screening data (PubChem BioAssay)
GAA glycogen: inhibitors or activators of human alpha-glucosidase glycogen cleavage | P10253 | recombinant GAA, glycogen substrate, Amplex Red glucose oxidase fluorescence | Potency, µM (titrated, usually from 76.4 µM), for inactives: at the highest dose activity change, negative = inhibition, actives largely listed as inhibitors | 300,000 compounds, 0.38% hits; active = well fitted inhibition curve with a large enough effect;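 also: 0% = full enzyme reaction and -100% = no-enzyme basal signal; the screen sought inhibitors and activators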
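Natural-substrate format: glycogen cleavage by 4 nM human enzyme, glucose read by Amplex Red coupling (Ex 573, Em 610 nm). Normalized to enzyme and no-enzyme controls.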
The depositor's hits bear a star; & = joins results of further samples; [ ] = another dose, or the depositor's remark. Potency is read from the fitted curve at half-maximal effect. These rows are one share of the data; the hit share may differ from the screen's.

SMILES	GAA glycogen
COCCN1C(=O)N(c2cccc(C)c2)C(=O)C1CC(=O)Nc1cc(OC)cc(OC)c1 (stereo not given)	1%[76.3 µM]
O=C(Nc1ccc(NC(=O)c2cccs2)c(Cl)c1)c1cccs1	2%
COc1cc2c(cc1OC)CN(C(=O)Nc1ccccc1)CC2	0%&-4%[76.3 µM]
COCC1CCN(C(=O)C2CCN(c3nc(-c4ccccc4)nc4c3CCC4)CC2)C1 (stereo not given)	-1%[76.3 µM]
Cc1cccc(C)c1OCC(=O)Nc1ccncc1	-3%[76.3 µM]
CS(=O)(=O)N(CC(=O)N1CCCCCC1)c1cccc([N+](=O)[O-])c1	8%[76.3 µM]
CCN1CCc2c(sc(NC(=O)C3CCCCC3)c2C(=O)OC)C1	-24%[76.3 µM]
COc1ccc(OCC(=O)NNC(=O)c2ccc3c(=O)n4c(nc3c2)CCC4)cc1	2%[76.3 µM]
COc1ccc(CNC(=O)COc2ccc(OC)cc2)cc1	-1%
Cc1ccc(C)c(NC(=O)Cn2c(=O)n(Cc3ccc4c(c3)OCO4)c(=O)c3oc4ccccc4c32)c1	-1%[76.3 µM]
Cc1ccc(Nc2nnc(-c3ccc(C)c(S(=O)(=O)N4CCN(C)CC4)c3)c3ccccc23)c(C)c1	4%[76.3 µM]
O=C(CN(C(=O)CCC(=O)Nc1nccs1)c1ccc2c(c1)OCO2)NCc1ccc(F)cc1	7%[76.3 µM]
O=S(=O)(c1cccc2nsnc12)N1CCCCC1	-3%[76.3 µM]
COc1ccc(/C(C)=N/NC2=NCCN2)cc1Cl	-4%
O=c1c2sc3ccccc3c2n(Cc2ccc(F)cc2)c(=O)n1Cc1ccco1	5%[76.3 µM]

Fetched by compound from the list above:
SMILES	GAA glycogen
CS(=O)(=O)N(CC(=O)N1CCCCCC1)c1cccc([N+](=O)[O-])c1	8%[76.3 µM]
Cc1cccc(C)c1OCC(=O)Nc1ccncc1	-3%[76.3 µM]
CCN1CCc2c(sc(NC(=O)C3CCCCC3)c2C(=O)OC)C1	-24%[76.3 µM]

Further results:
SMILES	GAA glycogen
CCCCCn1c(CCCNC(=O)c2cccc(C)c2)nc2ccccc21	4%[76.3 µM]
COc1cccc(CNC(=O)c2ccc3nc(N4CCCCC4)sc3c2)c1OC	8%[76.3 µM]
CC(=O)Nc1ccc(S(=O)(=O)NC2C3(C)CCC(C3)C2(C)C)cc1 (stereo not given)	4%[76.3 µM]
COC(=O)c1ccsc1NC(=O)CCS(=O)(=O)c1ccccc1	-17%[76.3 µM]
CC(C(=O)Nc1ccc(F)cc1Cl)N(C)CCOc1ccccc1 (stereo not given)	-10%
O=[N+]([O-])c1ccc2nonc2c1Nc1ccccc1	-7%[76.3 µM]
Cc1ccc(SC2CCN(C(=O)C3CCC(=O)N(C4CC4)C3)CC2)cc1 (stereo not given)	4%[76.3 µM]
O=C1/C(=C/c2ccccc2)SC(=S)N1CCCC(=O)N1CCCCC1CCO (stereo not given)	-11%[76.3 µM]
Nc1ccc(N=Nc2ccccc2)c2cccnc12	8%
CCOc1ccc(NC(=O)Cn2nc(Cc3cccnc3)c3ccccc3c2=O)cc1	15%[76.3 µM]
Cc1cccc2cc(CN(CC(C)C)S(=O)(=O)c3ccccc3)c(=O)[nH]c12	-9%[76.3 µM]
Cc1cc(C)c(C(=O)CSc2nc(C)cc(=O)[nH]2)c(C)c1	-25%[76.3 µM]
COC(=O)c1cc(Br)ccc1NC(=O)CCNC(=O)c1ccco1	-14%
Cc1ccc(-c2nc3cc(N)ccc3o2)cc1Br	-10%[76.3 µM]
Cc1cc(C)c2nc(N(CCN(C)C)C(=O)c3ccc(S(=O)(=O)N(C)CC4CCCO4)cc3)sc2c1 (stereo not given)	-7%[76.3 µM]

Arranged by SMILES length (lowest first): five of the compounds above.
SMILES	GAA glycogen
O=S(=O)(c1cccc2nsnc12)N1CCCCC1	-3%[76.3 µM]
COc1ccc(/C(C)=N/NC2=NCCN2)cc1Cl	-4%
CCCCCn1c(CCCNC(=O)c2cccc(C)c2)nc2ccccc21	4%[76.3 µM]
O=C1/C(=C/c2ccccc2)SC(=S)N1CCCC(=O)N1CCCCC1CCO (stereo not given)	-11%[76.3 µM]
CCOc1ccc(NC(=O)Cn2nc(Cc3cccnc3)c3ccccc3c2=O)cc1	15%[76.3 µM]

The listing continues:
SMILES	GAA glycogen
C=CCn1c(=O)c(C(=O)NCc2ccccc2)c(O)c2ccccc21	7%[76.3 µM]
CCC(=O)C1CCCN(C(=O)c2ccc3nc(-c4cccc(OC)c4)oc3c2)C1 (stereo not given)	1%[76.3 µM]
Cc1c(C(=O)NCCS(=O)(=O)N2CCN(c3ccccc3F)CC2)cccc1[N+](=O)[O-]	10%[76.3 µM]
CC(C)c1ccc(C2C(C(=O)c3ccco3)=C(O)C(=O)N2CC2CCCO2)cc1 (stereo not given)	2%
CC(C)(C)OC(=O)N1CCC[C@H]1C(=O)Nc1ccc(S(=O)(=O)C(F)F)cc1	1%
Cc1sc2ccccc2[n+]1CC(=O)c1ccccc1	-4%[76.3 µM]
Cc1c(C)n(Cc2ccc(Cl)cc2)c2ccc(C(=O)NCCCN3CCOCC3)cc12	1%[76.3 µM]
CCC(=O)Nc1ccc(C(=O)NNC(=O)C2CCCCC2)cc1	0%[76.3 µM]
COc1ccccc1C1CC(=O)NC(C)=C1C(=O)OC1CCCCCC1 (stereo not given)	-9%[76.3 µM]
COc1ccc(CNC(=O)C(=O)Nc2ccccc2OC)cc1	6%[76.3 µM]
Cc1ccc(C)c(NS(=O)(=O)c2ccc3c4c(cccc24)C(=O)N3)c1	-14%[76.3 µM]
Cc1cc(C)c2nc(NCc3ccccc3O)sc2c1	-7%
CCc1cccc(CC)c1N(COC)C(=O)Cn1c(CC)nc2ccccc21	-12%[76.3 µM]
COc1cc(NC(=O)NCC2CCN(Cc3ccccc3Cl)CC2)cc(OC)c1OC	-10%
CCOc1ccccc1NC(=O)N1CCC2(CC1)Oc1ccccc1C(=O)N2Cc1ccccc1F	4%[76.3 µM]
Cc1cc(C)cc(Nc2cc(C(=O)NCc3ccccc3)c3ccccc3n2)c1	-21%[76.3 µM]
CNC(=O)COC(=O)c1ccc2c(c1)S(=O)(=O)c1ccccc1C2=O	-6%
CCN(CC)c1cc(C)c2cc(NC(=O)c3cccc(OC)c3)ccc2n1	-9%[76.3 µM]
NC(N)=NS(=O)(=O)c1ccc(NC(=S)NC(=O)/C=C/c2ccc(F)cc2)cc1	-12%[76.3 µM]
Cc1noc(/C=C/N(C)C)c1S(=O)(=O)N(C)Cc1ccc(F)cc1	16%[76.3 µM]
CN(CCCC(=O)O)S(=O)(=O)c1ccc2c(c1)C(=O)c1cc(S(=O)(=O)N(C)CCCC(=O)O)ccc1-2	25µM*
Cc1cc(NC(=O)CCC(=O)N(CC(=O)NC2CCCC2)c2ccc(Cl)c(Cl)c2)no1	1%
Cc1ccc(Cl)cc1NC(=O)CSc1nncn1-c1ccccn1	-3%[76.3 µM]
COc1ccc(N2CCN(S(=O)(=O)c3ccc4c(c3)CC(C)N4C(=O)C3CC3)CC2)cc1 (stereo not given)	-17%[76.3 µM]
O=C1CSC(c2ccccc2O)N1Cc1ccccc1 (stereo not given)	5%
COc1ccc(-c2cc(C(=O)Nc3ccc(OC)c(OC)c3)no2)cc1	-4%
CC(=O)N1CCc2cc(S(=O)(=O)NC(CC(C)C)C(=O)N3CCCC3)ccc21 (stereo not given)	-1%[76.3 µM]
COc1ccc(/C=N\NC(=O)c2ccc([N+](=O)[O-])c(C)c2)cc1COc1ccccc1C(N)=O	-3%[76.3 µM]
Cc1nc(-c2ccccc2)sc1-c1ccc(SCC(=O)Nc2ccccc2)nn1	10%[76.3 µM]
CNC(=O)c1cnn(-c2nc(-c3ccc(OC)cc3)cs2)c1C(F)(F)F	2%
COc1ccc(C(=O)c2sc(Nc3ccccc3F)nc2N)cc1	1%
COC(=O)c1[nH]c2c(c1C(=O)OC)CCc1ccccc1-2	-5%
CCCC(=O)Nc1nc2c(s1)CC(C(C)(C)C)CC2 (stereo not given)	-6%[76.3 µM]
CSc1ccc(S(=O)(=O)N2CC(=O)Nc3ccccc32)cc1	4%[76.3 µM]
CC(NC(=O)C(=O)NCc1cccs1)c1ccccc1 (stereo not given)	2%
COCCNC(=O)C(c1ccc(O)cc1)N(Cc1cccs1)C(=O)CCC(=O)Nc1ccccn1 (stereo not given)	6%
CCOc1ccccc1NC(=O)Cn1c(=O)n(Cc2cccs2)c(=O)c2cccnc21	19%[76.3 µM]
C/C(=N\NC(=O)C1CCCC1)c1ccc(Cl)c(Cl)c1	-6%[76.3 µM]
Cc1cccc(NC(=O)CSc2ncnc3sc(C)c(C)c23)n1	0%[76.3 µM]
Cc1ccc(NC(=O)CSc2nnc(-c3ccoc3C)n2CCCN(C)C)cc1Cl	2%[76.3 µM]
O=C(O)COc1ccc2c(c1)O/C(=C\c1ccco1)C2=O	-15%
Cc1ccc(-n2c(=O)c3c4c(sc3n(CC(=O)Nc3cccc(Cl)c3)c2=O)CCCCC4)cc1C	13%[76.3 µM]
O=C(Nc1sc2c(c1C(=O)NCC1CCCO1)CCC2)c1cc(=O)c2ccccc2o1 (stereo not given)	1%[76.3 µM]
CCC(=O)c1cn(CCOc2ccccc2OC)c2ccccc12	13%[76.3 µM]
O=C(CSc1nc2c(c(=O)[nH]1)CN(Cc1ccc(F)cc1)CC2)Nc1ccccc1Cl	-4%[76.3 µM]
COc1ccc(F)cc1S(=O)(=O)n1cnc2ccccc21	-18%[76.3 µM]
Cn1c(=O)n(Cc2ccccc2Cl)c(=O)c2c1[nH]c(=S)n2C	0%
CCC1=Nc2cc(C(=O)NC3CCCC3)ccc2Sc2ccc(Br)cc21	10%[76.3 µM]
COc1ccc(-c2ccc(NCCN3CCOCC3)nn2)cc1OC	6%[76.3 µM]
COc1cc(C)c(S(=O)(=O)n2c([N+](=O)[O-])cnc2C)cc1C	-4%[76.3 µM]
COc1ccc(Cn2c(=O)[nH]c3cc(C(=O)N4CCN(c5ccccc5)CC4)ccc3c2=O)cc1	-6%[76.3 µM]
Cc1noc(C)c1CN1C(=O)c2ccc([N+](=O)[O-])cc2C1=O	-7%
CCOC(=O)c1cc(CC)sc1NC(=O)CN1CCN(C(=O)c2ccco2)CC1	0%[76.3 µM]
CCCCCn1c(=N)n(CC(O)COc2cccc(C)c2)c2ccccc21 (stereo not given)	-10%[76.3 µM]
O=C(N[C@@H](Cc1ccccc1)C(=O)NCCc1c[nH]c2ccccc12)c1ccco1	-9%[76.3 µM]
COc1ccc(-c2cc(OC(=O)c3cccc(Cl)c3)c3c(C)oc(C)c3c(=O)c2)cc1OC	-3%[76.3 µM]
CC(NC(=O)/C(=C\c1ccco1)NC(=O)c1ccco1)C(=O)O (stereo not given)	1%[76.3 µM]
CN(CCC#N)S(=O)(=O)c1cc2c3c(c1)CCN3C(=O)CC2	-1%[76.3 µM]
CC(=O)c1ccc(NS(=O)(=O)c2c(C)nc3scc(C)n3c2=O)cc1	19%[76.3 µM]
COc1ccc(NC(=O)c2c(C)oc3ccc(O)c(CN4CCN(Cc5ccccc5)CC4)c23)cc1Cl	-10%[76.3 µM]
Remaining list, next part
SMILES	GAA glycogen
COc1cccc(-c2nc(CS(=O)CC(=O)NCc3ccc(F)cc3)c(C)o2)c1 (stereo not given)	3%[76.3 µM]
Cc1cccc(C(=O)Nc2cccc(C(=O)N/N=C/c3cccc(C)n3)c2)c1	4%
Cc1ccccc1N1CCN(C2CCCN(C(=O)CCN3CCCO3)C2)CC1 (stereo not given)	-12%[76.3 µM]
CCn1cc(C(=O)NCCC(C)C)c(=O)c2cc(F)c(N3CCN(C(=O)c4ccco4)CC3)cc21	8%[76.3 µM]
CCn1cc(C(=O)N2CCN(c3cccc(Cl)c3)CC2)c(=O)c2cc(S(=O)(=O)N3CCCCC3)ccc21	-7%[76.3 µM]
Fc1ccc(NC(=S)N2CCc3ccccc32)cc1	-12%[76.3 µM]
O=C(O)c1ccc(S(=O)(=O)Nc2ccc3c(c2)OCCO3)cc1	1%[76.3 µM]
CC(C)C[C@@H](C(=O)NCc1ccco1)N1C(=O)N2CCc3c([nH]c4ccccc34)[C@@]2(C)C1=O	2%[76.3 µM]
COc1ccc(Cn2c(CCC(=O)Nc3ccc(Br)c(C)c3)nc3cccnc32)cc1	-9%[76.3 µM]
Cc1cc(OCc2cc(C(=O)N(C)C(C)c3ccccn3)no2)cc(C)c1Cl (stereo not given)	-11%[76.3 µM]
CC1NC(=S)N(Cc2ccccc2)C1=O (stereo not given)	1%
COc1cc(C(=O)NCc2nnc(SCC(=O)Nc3c(C)cc(C)cc3C)o2)cc(OC)c1OC	-5%[76.3 µM]
COc1ccc(CCNC(=O)CNCC2CCCCC2)cc1OC	-13%
Cc1ccccc1C(N)c1ccncc1 (stereo not given)	-5%[76.3 µM]
Cc1ccccc1CN1CCN(CC(=O)NCc2ccccc2)CC1	-7%[76.3 µM]
Cc1ccc(O)c(NC(=O)c2cc(-c3ccc4c(c3)OCO4)on2)c1	13%[76.3 µM]
CN(CC(=O)Nc1ccc(OC(F)(F)F)cc1)S(=O)(=O)c1ccc2c(c1)CCC(=O)N2	-2%[76.3 µM]

Grouped by structure: the entries above with bromine (four)
SMILES	GAA glycogen
COC(=O)c1cc(Br)ccc1NC(=O)CCNC(=O)c1ccco1	-14%
Cc1ccc(-c2nc3cc(N)ccc3o2)cc1Br	-10%[76.3 µM]
CCC1=Nc2cc(C(=O)NC3CCCC3)ccc2Sc2ccc(Br)cc21	10%[76.3 µM]
COc1ccc(Cn2c(CCC(=O)Nc3ccc(Br)c(C)c3)nc3cccnc32)cc1	-9%[76.3 µM]
